# Screens deposited in PubChem BioAssay by several laboratories.
# DAGLB inh – blocks human DAGLB lipase activity. HEK293T DAGLB membrane lysate, EnzChek fluorogenic substrate. inhibition, % at 5.17 µM. 340,000 tested, 0.059% active; in the data active = inhibition above about 34%;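 also: 0% = enzyme with vehicle and 100% = wells lacking enzyme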
# AddAB inh – less growth of phage-infected E. coli with AddAB | AID 435030 | inhibition, % at 11.9 µM | E. coli expressing H. pylori AddAB, absorbance growth | 330,000 tested, 0.29% active; in the data active = inhibition above about 12%;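 also: 0% = vehicle wells of infected cells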
# Ecoli viability – bacterial growth inhibition, counter-screen for AddAB inhibitors. 330,000 tested, 0.27% active. AID 449728. inhibition, % at 11.9 µM. E. coli V3065 growth, OD600 absorbance, 18 h;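 active = inhibition above the campaign's mean inhibition across all tested compounds plus 3 SD, cut at about 9.9% in these data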;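 also: uninfected addAB+ strain grown without phage in ampicillin broth; 0% = DMSO wells and 100% = ciprofloxacin 0.95 µg/ml wells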
# Mot1-301 SUMO – blocks SUMOylation pathway, rescuing yeast Mot1-301 growth; AID 2716; 320,000 tested, 1% active; S. cerevisiae Mot1-301 growth rescue, ATP luminescence, 38.5C; percent above DMSO median, 100 means doubled; growth rescue, % at 18.8 µM;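 active = every valid replicate shows activation above 250% relative to neutral control wells; inactive = the rest, any valid replicate at or below 250%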;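 also: OY570 slx delta 5 strain wells were the positive control but not used for scaling; some compounds called inactive have numbers as strong as hits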
# HTR5A inv ctr – HTR5A inverse agonism, opioid heterodimer counter-screen; HTR5A cell line, luminescence; inhibition, % at 9.3 µM; 340,000 tested, 0.083% active; in the data active = inhibition mostly above about 23%, no sharp cut-off; inactive = mostly below about 18%;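 also: 0% = cells with DMSO and 100% = no-cell wells with DMSO; some compounds called inactive have numbers as strong as hits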
# Target sequence (P47898 whole entry, looked up): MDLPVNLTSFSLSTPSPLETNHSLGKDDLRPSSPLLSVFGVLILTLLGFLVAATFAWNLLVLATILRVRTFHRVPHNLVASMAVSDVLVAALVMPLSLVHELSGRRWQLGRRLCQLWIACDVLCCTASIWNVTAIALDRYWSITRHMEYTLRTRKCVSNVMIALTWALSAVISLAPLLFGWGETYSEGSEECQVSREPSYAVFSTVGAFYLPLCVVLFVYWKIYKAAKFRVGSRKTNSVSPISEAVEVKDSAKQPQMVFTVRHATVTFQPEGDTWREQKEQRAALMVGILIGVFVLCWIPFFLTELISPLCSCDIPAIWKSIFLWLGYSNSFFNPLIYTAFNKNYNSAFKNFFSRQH
# Tat export inh – inhibitors of E. coli Tat protein transport; 340,000 tested, 0.036% active; inhibition, % at 10 µM; AID 488895; E. coli MC4100 TorA-mCherry Tat export, fluorescence;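 active = mean replicate inhibition at least 50% and at least half of replicates individually reaching 50%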;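 also: exported cargo escapes ClpAP degradation while cytoplasmic cargo is degraded and loses fluorescence; 0% = median of neutral control wells and 100% = median of NaSCN control wells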
# CDK5 inh – inhibitors of human CDK5/p35 kinase. Q00535+Q15078. inhibition, % at 10 µM. AID 488839. 330,000 tested, 0.01% active. Recombinant CDK5/p35, ADP-Glo luminescence, 60 min;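 active = highest replicate inhibition of at least 50% and at least 75% of replicates reaching 50%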;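 also: plate controls were DMSO neutral control for no effect and GW8510 at 10 µM for full effect; many of its hits are not listed in these tables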
# Target sequence (Q00535 whole entry, looked up): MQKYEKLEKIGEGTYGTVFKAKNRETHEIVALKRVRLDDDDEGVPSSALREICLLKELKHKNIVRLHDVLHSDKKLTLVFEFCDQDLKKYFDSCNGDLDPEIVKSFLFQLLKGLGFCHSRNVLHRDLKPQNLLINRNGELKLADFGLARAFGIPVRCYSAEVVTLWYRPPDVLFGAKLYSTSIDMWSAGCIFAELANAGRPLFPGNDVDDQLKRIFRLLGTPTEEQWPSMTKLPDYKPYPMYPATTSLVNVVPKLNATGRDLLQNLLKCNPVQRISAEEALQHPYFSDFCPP
# Target sequence (Q15078 whole entry, looked up): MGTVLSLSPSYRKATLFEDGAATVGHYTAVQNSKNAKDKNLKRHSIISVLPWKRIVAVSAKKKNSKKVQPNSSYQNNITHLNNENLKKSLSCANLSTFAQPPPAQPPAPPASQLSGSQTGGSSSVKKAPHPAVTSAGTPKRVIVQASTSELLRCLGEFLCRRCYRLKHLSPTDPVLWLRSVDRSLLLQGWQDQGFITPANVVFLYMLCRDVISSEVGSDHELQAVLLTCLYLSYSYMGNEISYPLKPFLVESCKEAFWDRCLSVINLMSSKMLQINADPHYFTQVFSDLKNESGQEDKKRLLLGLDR
# PKA-R2B activ – activates the human PKA-R2B holoenzyme complex. P22694+P31323. PKA-R2B holoenzyme dissociation, Cy5-IP20 fluorescence polarization; R2B truncated from residue 108, S112A mutant; 0% DMSO only, 100% 113 µM cGMP. activation, % at 11.4 µM. 340,000 tested, 0.079% active. AID 504700;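 active = activation above a cutoff set at the mean over all compounds plus 3 SD, cut at about 18% in these data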;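 also: higher means more holoenzyme dissociation and a rise in polarization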
# phage Ecoli inh – E. coli growth loss with phage present | growth absorbance | inhibition, % at 11.9 µM | 360,000 tested, 0.26% active | AID 651602; in the data active = inhibition above about 11%
# HTR5A ag ctr – counter-screen for OPRM1-OPRD1 agonists: human HTR5A agonism | P47898 | HTR5A agonist assay, luminescence, cell-based | activation, % at 9.3 µM | 340,000 tested, 0.61% active; in the data active = activation mostly above about 9.5%, no sharp cut-off; inactive = mostly below about 7.6%;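 also: 0% = cells with vehicle only and 100% = reference agonist; strong numbers were not always called active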
# PKA-R1A activ – activators of PKA-R1A complex. P00514+P68181. PKA-R1A dissociation, Cy5-IP20 fluorescence polarization; scaled: DMSO 0%, 113 µM cGMP 100%. activation, % at 11.4 µM. 340,000 tested, 0.083% active;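 active = percent activation above the mean of all tested compounds plus 3 SD, cut at about 19% in these data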;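 also: higher means more PKAc released from R1A so a rise in polarization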
# * marks the source's active call; other numbers are inactive results; · = no result given; & = joins results of further samples. Rows were taken by chance; any-hit rate near 2.3%.
Molecule	DAGLB inh	AddAB inh	Ecoli viability	Mot1-301 SUMO	HTR5A inv ctr	Tat export inh	CDK5 inh	PKA-R2B activ	phage Ecoli inh	HTR5A ag ctr	PKA-R1A activ
CC(C)(C)OC(=O)N1CCC(C(=O)Nc2cccc(C(=O)N3CCCCC3)c2)CC1	-5	·	·	·	8	-2	1.3	1	2.0	-2	-5
O=C(O)Cc1ccc(N=Cc2c(O)ccc3ccccc23)cc1	0	0.6	0.1	-2	19	4	0.0	-10	4.1	-7	-8
CSc1ccccc1C(=O)Nc1cc(C)cc(C)c1	-5	-0.6	0.3	10	-47	-3	0.6	-7	2.6	1	0
COc1ccc(OC)c(-c2csc(NC(=O)COC(=O)C3CC3)n2)c1	-6	0.4	1.4	18	-1	-3	0.7	-6	3.4	1	5
COc1cccc(CNC(=O)C2CCN(S(=O)(=O)c3ccc(F)cc3)CC2)c1	1	·	·	·	18	17	-2.6	1	1.8	-5	-4
COc1ccc(CNc2nc(-c3ccccc3)nc3ccccc23)cc1OC	0	-1.3	0.1	-1	-20	2	-0.1	-5	0.8	5	-3
Cn1c(=O)c2c(ncn2CC(=O)N2CCN(c3ccc(F)cc3)CC2)n(C)c1=O	-4	2.7	-1.8	291	·	-2	-1.0	11	2.4	·	7
CCOc1ccc(N2C(=O)CC(N(CCc3ccccc3)C(=O)/C=C/C(=O)O)C2=O)cc1 (stereo unspecified)	·	0.7	0.4	9	·	-5	-0.9	·	4.8	·	·
O=C(N/N=C/c1cc(Cl)cc([N+](=O)[O-])c1O)c1cccc(S(=O)(=O)N2CCOCC2)c1	16	·	·	·	11	12	0.5	-10	1.6	-3	1
Cc1ccc2cc(CN(CC3CCCO3)C(=O)C(C)C)c(=O)[nH]c2c1 (stereo unspecified)	2	0.9	-0.9	3	-6	3	0.5	5	2.8	2	-3
Cc1ccc(C(OC(=O)c2ccco2)C(=O)NC2CCCC2)cc1 (stereo unspecified)	0	2.1	-0.6	14	3	8	-0.3	2	1.1	-1	-7
COc1ccc(C(=O)Nc2nc(CC(=O)NCCc3ccccc3)cs2)cc1	0	3.6	-2.4	-12	8	-4	-0.1	-5	0.2	2	-6
Brc1ccc(-c2ccc(/C=N/Nc3nc4ccccc4[nH]3)o2)cc1	3	-1.1	-3.5	127	8	-1	2.6	-4	2.5	-3	1
COCCNC(=O)Cn1cnc([N+](=O)[O-])n1	3	5.3	0.9	-2	-23	-4	-0.3	2	5.2	7	0
COc1ccc(-c2nonc2NC(=O)c2oc3ccccc3c2C)cc1OC	1	2.0	0.8	-8	-4	1	2.8	3	2.2	6	-12
CCOC(=O)/C=C1\SCC(=O)N1Cc1nnc(-c2ccccc2Br)o1	3	2.4	-0.7	11	-11	-2	-2.9	2	5.2	2	10
NS(=O)(=O)Cc1noc2ccccc12	1&-2	-3.6	-1.1	-4	-32&-30	-4&-4	-0.2&-0.7	4&-4	4.9&4.1	0&5	0&-12
CC1(C)CC(=O)C=C(C(=O)NC2CCCc3c2cnn3-c2cc(F)cc(F)c2)O1 (stereo unspecified)	-1	5.6	0.9	-25	-5	0	-0.2	-3	2.0	2	-6
CCOc1cc(/C=N/NS(=O)(=O)c2ccc(OC)cc2)ccc1OCCN1CCOCC1	-4	3.2	1.8	6	13	14	-5.3	-3	1.1	-5	-3
COc1c(C(=O)Nc2nccs2)ccc2ccccc12	-3	1.2	1.3	-1	-10	1	1.1	7	1.2	3	5
CCOC(=O)C1CCN(C(=O)C2(NC(=O)Nc3cccc(F)c3)CCCCC2)CC1	1	-1.2	-1.6	·	-17	0	-2.5	-5	-0.3	-4	-2
CCN(CC)CCn1c(NC(=O)c2ccc(C(F)(F)F)cc2)nc2ccccc21	1	0.6	-5.4	20	·	-6	0.0	-6	4.0	·	4
Nn1c(SCC(=O)N2CCN(S(=O)(=O)c3ccc(Cl)cc3)CC2)nnc1-c1cccs1	1	4.5	0.6	8	-1	-3	-0.2	9	3.1	1	2
CC(C)(C)SCCNC(=O)CSc1ccccc1	-6	3.6	0.9	13	-4	5	-0.1	2	2.1	-3	-4
CCCCCCSc1ccc([C@H]2N[C@@](Cc3ccccc3)(C(=O)OC)[C@H]3C(=O)N(C)C(=O)[C@@H]23)cc1	-8	0.6	-3.8	-6	-6	2	-4.2	-7	-11	-6	10
COc1ccc(S(=O)(=O)Cc2ccc(C(=O)N3CCN(c4ccccc4)CC3)o2)cc1	-1	2.8	-0.3	3	1	7	-0.1	-10	1.7	0	6
CCOC(=O)c1cccc(NC(=O)C2CCCN(S(=O)(=O)c3c(C)nn(C)c3C)C2)c1 (stereo unspecified)	3	1.5	-3.6	-16	-7	0	0.4	5	0.3	3	6
COc1ccc(C/C(N)=N/OC(=O)Cc2ccc(OC)c(OC)c2)cc1	-2	3.8	1.6	-1	1	-3	-2.1	-5	3.4	2	-4
COCc1ccc(C(=O)NC2CCCc3c2cnn3-c2ccc(C)c(C)c2)o1 (stereo unspecified)	0	-0.4	0.0	-3	12	3	0.7	-3	-2.0	5	-9
CSc1ccc(Cl)c(C(=O)OCC(=O)N2CCN(C(=O)c3ccco3)CC2)c1	-1	0.1	-0.9	-11	-10	-4	-2.8	-6	-0.4	4	-4
CCOC(=O)C1=CN(C)C=C(C(=O)OCC)C1c1ccsc1	-4	1.9	0.3	-7	3	-5	0.2	-2	1.9	-1	-5
C[C@]12C=CC(=O)C=C1CCC1C3CC[C@](O)(C(=O)CO)[C@@]3(C)CC3OC312 (stereo partly specified)	1	4.5	3.3	1	-9	3	0.2	-4	3.3	3	-3
CCn1cc(/C=C(\NC(=O)c2ccc(OC)c(OC)c2)C(=O)NCCCN2CCOCC2)c2ccccc21	0	·	·	·	-15	15	-0.7	3	2.9	4	3
Cc1ccc(S(=O)(=O)N(C)CC(=O)Nc2ccccc2)cc1	1	1.6	-1.6	-5	-12	0	-1.1	9	2.6	7	-12
CC/C(=N\NC(=O)c1cccnc1)c1ccc2c(c1)OCCO2	1	-1.0	-1.4	-1	9	-3	1.5	1	4.8	-3	-6
O=C(c1cccc(NS(=O)(=O)c2cccc(C(F)(F)F)c2)c1)N1CCOCC1	-1	-0.5	0.2	50	-15	8	-1.8	-1	3.3	-2	-5
C=CCc1c(C)[nH]c(=O)[nH]c1=O	0	1.7	0.5	-16	28	-9	1.8	0	1.7	-2	-7
CCCc1cc(C(=O)Nc2cc(Cl)ccc2O)no1	-6	3.5	4.0	150	-30	4	-3.2	-16	0.8	11	-2
Cc1ccccc1C(=O)N1CCN(c2ccc(NC(=O)c3cccs3)cc2)CC1	3	0.5	0.5	9	-2	-5	-0.1	-1	2.1	4	-2
Cn1c(=O)c2c(nc(CN3CCC(C(N)=O)CC3)n2CCCc2ccccc2)n(C)c1=O	-1	3.4	2.7	-16	18	3	-1.8	-3	2.3	1	-5
C[C@H]1CN=C(N(C)C)N1CCCCc1ccccc1	-2	2.5	2.7	6	-13	3	-0.1	-10	5.2	5	-13
CC(C)[C@H](NC(=O)c1nn(Cc2ccccc2)c(=O)c2ccccc12)C(=O)O	3	2.8	-0.1	-27	3	-4	1.3	-7	-0.3	-1	-10
O=C(c1cnc(-c2ccc(Cl)cc2)s1)c1ccc(Cl)cc1Cl	0	-0.7	-4.6	-9	-5	12	1.2	-5	·	2	3
C/C(=N\NC(=O)c1c(C)nc2ccccn12)c1ccco1	-1	1.0	4.5	-4	-3	1	-0.8	-1	4.8	1	-1
c1cnc(Sc2ccc3nnnn3n2)nc1	1	0.8	0.6	4	-1	2	0.6	-7	3.3	0	-3
Brc1ccc(NCc2nnc3n2CCCCC3)cc1	-1	0.3	1.2	6	-21	-4	0.1	-7	-2.4	8	-9
O=C(Cn1cc(C(F)(F)F)cc(Cl)c1=O)NCc1ccc(Cl)cc1Cl	-2	1.6	1.4	-4	-22	-7	0.4	1	2.9	8	5
C[C@H](OC(=O)NCc1ccc(C(F)(F)F)cc1)[C@@H]1O[C@@]2(C)CCC[C@@H]1O2	-4	2.3	1.8	6	-8	-3	3.5	-9	1.6	0	14
CC1Cc2ccccc2N1C(=O)CN1CCC(C(N)=O)CC1 (stereo unspecified)	-1	-1.4	-2.3	14	8	7	-0.1	-16	-0.7	-2	-8
Cn1c(N)c(C(=O)COC(=O)COc2ccc(Br)cc2)c(=O)n(C)c1=O	-2	1.9	1.1	-22	-7	-12	-0.3	2	-1.2	-4	-8
Cc1ccc(C(=O)/C=C/C(=O)c2ccc(C)cc2)cc1	-1	-0.1	1.2	61	0	-2	0.7	0	0.5	0	-11
Cc1c(C)c2ccc(OCC(=O)NC(Cc3c[nH]c4ccc(O)cc34)C(=O)O)c(C)c2oc1=O (stereo unspecified)	4	4.0	-2.7	-7	12	0	-2.3	3	0.1	-5	6
O=C1NN(c2ccccc2)C(=O)/C1=C\c1ccccc1	6	·	·	78	-18	-3	-1.2	7	-0.8	7	-10
O=C(Cn1c(=O)oc2ccccc21)Nc1cccc(Cl)c1	0	3.7	0.9	2	-13	26	0.5	3	1.0	4	-6
CSc1nsc(SCC(=O)Nc2ccc(OC(C)=O)cc2)n1	-2	4.4	1.6	-2	-3	-4	0.4	-5	2.3	-1	0
COc1cccc(NC(=O)N2CCCC2C(=O)NCC(C)C)c1 (stereo unspecified)	0	0.3	1.6	931	5	-10	1.0	-4	4.3	-2	-15
CCSc1nnc(NC(=O)CSc2nc3c(cc2C#N)CCCC3)s1	1	0.9	1.2	35	24	-2	-1.4	0	2.7	2	-6
CC(C)CCNC(=O)C(c1ccco1)N(CC1CCCO1)C(=O)Cn1nnc2ccccc21 (stereo unspecified)	-2	-1.0	3.0	34	-17	-5	0.9	2	1.0	-4	4
Cc1cc(N2CCN(c3ccccc3)CC2)nc(-c2ccccc2)n1	-3	1.1	-1.7	564	0	8	-0.8	-7	0.9	1	-18
NC(=O)c1csc(-c2ccncc2)n1	0	3.9	-1.8	3	5	-2	1.4	-7	3.1	-2	-2
COCCn1c(SCC(=O)Nc2ccc(S(=O)(=O)N(C)C)cc2)nc2ccccc21	-1	1.6	1.7	11	-25	-7	-0.3	-6	2.3	3	-5
Cc1cc(C)cc(-n2ncc3c2CCCC3NC(=O)c2ccccc2N2CCOCC2)c1 (stereo unspecified)	1	3.6	0.1	-17	6	7	-3.4	-6	1.3	-2	0
CC(=O)COc1cc2c(-c3cc4ccccc4o3)cc(=O)oc2cc1C	-2	-0.3	-2.8	-12	-11	-4	-0.8	7	2.7	3	-5
